Source: PubChem (National Center for Advancing Translational Sciences (NCATS))
FLuc inh: Firefly luciferase inhibition profiling of diverse chemical library using quantitative high-throughput screening | purified P. pyralis luciferase, luminescence, biochemical | hit rate 2.5% among 76,000 | Luciferin 4-monooxygenase (Photinus pyralis), P08659 | Potency, µM (top dose mostly 115 µM), for inactives: at the highest dose activity change, negative = inhibition, usual class: inhibitors | AID 1347043, 2019; further: potency means the concentration at half of the fitted maximal effect; nearly all actives have a fitted effect of over 65% in size
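FLuc 10nM, D-luciferin 10uM, ATP 10uM, Mg acetate 10mM, Tris acetate pH 7.5, Tween/BSA; cpd qHTS; enzyme added last; CCD luminescence.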
IP6K1 inh: Primary qHTS assay for small molecule inhibitors of Inositol hexaphosphate kinase 1 (IP6K1). IP6K1 kinase, ADP-Glo luminescence, 2 h; stronger effect = lower value. activity change, % (series mostly up to about 58 µM). hit rate 0.81% among 140,000; in the data active means activity change below about -25%
Target sequence (Q92551 whole entry, looked up): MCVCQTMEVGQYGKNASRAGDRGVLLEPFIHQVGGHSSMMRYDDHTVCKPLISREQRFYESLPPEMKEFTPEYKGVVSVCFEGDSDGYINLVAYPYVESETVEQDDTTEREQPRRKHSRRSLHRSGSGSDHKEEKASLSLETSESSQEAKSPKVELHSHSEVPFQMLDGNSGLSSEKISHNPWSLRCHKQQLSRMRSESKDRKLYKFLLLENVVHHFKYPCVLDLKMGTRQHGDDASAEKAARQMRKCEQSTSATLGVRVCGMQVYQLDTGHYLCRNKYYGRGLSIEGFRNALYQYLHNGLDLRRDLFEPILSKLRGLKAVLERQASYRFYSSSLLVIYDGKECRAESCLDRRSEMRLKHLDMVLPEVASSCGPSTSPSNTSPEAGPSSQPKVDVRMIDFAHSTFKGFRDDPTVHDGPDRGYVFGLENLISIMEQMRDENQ
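ADP-Glo luminescence measures ADP made by human IP6K1 during a 2 h RT reaction with ATP/IP6 (mix at 1.3 mM/130 uM); top library doses 57.5 and 19.1 uM final.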
NIH3T3 tox: Cytotoxic Profiling in NIH 3T3 Cell Line of Diverse Libraries Using Quantitative High-Throughput Screening. Potency, µM (titrated, usually from 96.7 µM), for the others: top-dose activity change, negative = cytotoxicity, actives largely listed as inhibitors. hit rate 4.3% among 94,000. NIH 3T3 viability, CellTiter-Glo ATP luminescence, 48-72 h; further: potency means the concentration at half of the fitted maximal effect; nearly all actives have a fitted effect of over 55% in size
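Cells were seeded at 400 per well, treated with pin-transferred compound, and kept 48 or 72 hr at 37 °C before CellTiter-Glo addition and luminescence imaging of cellular ATP.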
GPT2 inhibitor: Primary qHTS assay for inhibitors of Glutamate pyruvate transaminase 2 (GPT2); Alanine aminotransferase 2 (Homo sapiens), Q8TD30; Recombinant GPT2, coupled pyruvate oxidase/HRP Amplex Red fluorescence; Potency, µM (highest dose often 57.7 µM), without a hit: top-dose activity change, negative = inhibition, most hits filed as inhibitors; hit rate 0.25% among 100,000; further: potency means the concentration at half of the fitted maximal effect; nearly all actives have a fitted effect of over 60% in size; many of its hits are not listed in these tables
Target sequence (Q8TD30 whole entry, looked up): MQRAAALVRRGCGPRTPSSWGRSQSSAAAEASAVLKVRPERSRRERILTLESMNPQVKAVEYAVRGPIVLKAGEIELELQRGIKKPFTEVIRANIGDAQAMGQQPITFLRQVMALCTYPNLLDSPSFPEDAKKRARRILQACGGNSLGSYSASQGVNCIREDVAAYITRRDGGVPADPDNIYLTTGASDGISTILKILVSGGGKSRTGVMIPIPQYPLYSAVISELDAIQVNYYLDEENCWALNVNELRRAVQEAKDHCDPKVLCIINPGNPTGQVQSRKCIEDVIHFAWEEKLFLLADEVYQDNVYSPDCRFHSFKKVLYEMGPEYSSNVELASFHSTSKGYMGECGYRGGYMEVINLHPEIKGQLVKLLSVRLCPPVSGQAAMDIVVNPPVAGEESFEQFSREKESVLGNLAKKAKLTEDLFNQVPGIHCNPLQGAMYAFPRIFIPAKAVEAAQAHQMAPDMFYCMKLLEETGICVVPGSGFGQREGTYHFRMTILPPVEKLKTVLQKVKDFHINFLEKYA
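GPT2 10ng/uL, a-KG 250uM, L-Ala 2mM, HEPES pH7.5 + 0.0001% Tween; 30 min RT. Then Amplex mix (PO/HRP/ThPP), 30 min RT dark, fluorescence. AOA 50uM used as positive control.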
HEK293 tox: Cytotoxic Profiling in HEK 293 Cell Line of Diverse Libraries Using Quantitative High-Throughput Screening; HEK 293 viability, ATP luminescence (CellTiter-Glo), 48-72 h; Potency, µM (series often up to 115 µM), for the others: at the highest dose activity change, negative = cytotoxicity, usual class: inhibitors; hit rate 6.6% among 94,000; further: potency means the concentration at half of the fitted maximal effect; nearly all actives have a fitted effect of over 60% in size
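HEK 293 cells at 250 cells/well were exposed to compounds by pintool transfer for 48 or 72 hr at 37 degree Celsius, 5% CO2. Viability was read as ATP-coupled luminescence with CellTiter-Glo after 10 min at room temperature.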
SNCA viab count: GF-AFC viability counterscreen for inhibitors of alpha-synuclein gene (SNCA) expression; HEK-293-SNCA-luc viability, GF-AFC fluorescence, 24 h; Potency, µM (top dose mostly 57.1 µM), inactives show at the top dose activity change, negative = cytotoxicity, actives largely listed as cytotoxic; hit rate 0.12% among 150,000; AID 1671193, 2021;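 further: potency means the concentration at half of the fitted maximal effect; 0% = DMSO-treated cells and -100% = medium-only wells without cells; nearly all actives have a fitted effect of over 30% in size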
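HEK-293-SNCA-luc cells (1500/well) plated 24 h, then exposed 24 h to a dilution series; GF-AFC added 30 min at 37C, fluorescence 405/540 nm; normalised to medium-only and DMSO wells, Hill fit.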
SNCA expr inhib: Primary qHTS assay for inhibitors of alpha-synuclein gene (SNCA) expression; hit rate 0.17% among 140,000; Potency, µM (series often up to 57.2 µM), inactives show top-dose activity change, negative = inhibition, actives largely listed as inhibitors; HEK-293 SNCA-luciferase knock-in, luminescence, 24 h;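 further: potency means the concentration at half of the fitted maximal effect; plate controls were DMSO cells for no effect and cell-free wells for full effect; nearly all actives have a fitted effect of over 45% in size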
Numbers without * were called inactive; i = inactive; ? = inconclusive; . = not tested or not shown; & = joins results of further samples; [ ] = remark or other dose. Unless noted, the call rests on the fitted dose curve; in most records, active means well fitted curve in the direction sought with a large enough effect; inconclusive means small, poorly fitted or top-dose-only effect, or another doubt; inactive means no such curve, though single readings can be large; an effect the other way counts as inactive or inconclusive. Unless noted, on the % scale 0 is the no-effect control and ±100 the full control effect.

mol	FLuc inh	IP6K1 inh	NIH3T3 tox	GPT2 inhibitor	HEK293 tox	SNCA viab count	SNCA expr inhib
COC(=O)[C@H](NC(=O)[C@@H]1[C@@H](NC(=O)Nc2cccc(SC)c2)CCN1C(=O)C=C(C)C)C(C)C	-3.4%	12.0	?	?	-25.5%	0.5%	0.4%
Cn1cccc1C(=O)N1CCC(c2[nH]ncc2Cc2ccccc2)CC1	-0.8%	9.0	-22.3%	-7.1%	?	-2.9%	-2.7%
O=Cc1cccc(-c2ccccc2F)c1	.	-28.6*	?	3.2%[88.5 µM]	-19.6%[287 µM]	7.7%[87.6 µM]	22.0%[87.6 µM]
CCC(=O)N1Cc2ccccc2OC2(CCN(C(C)C)CC2)C1	-6.9%	1.7	-14.5%	i	-7.1%	14.7%	25.4%
Cc1oc(-c2ccc(Cl)cc2)nc1CN1CCCC(C(=O)NCc2ccccc2)C1 (centres undefined)	.	19.7	.	.	.	-2.8%	-6.3%
CCC(=O)N1CCC(Cc2ncc(C)n2C(C)C)C1 (centres undefined)	1.1%	-5.0	4.5%	-6.6%	i	-8.2%	0.7%
CCCCN(CCCNC(=O)c1c(C)oc2nc[nH]c(=O)c12)Cc1ccccc1	.	-3.1	.	.	.	22.7%	-24.0%
COc1ccc(Cc2ncc3c(n2)CN(C(=O)C(CO)NC(C)=O)C3)cc1 (centres undefined)	-7.1%	17.8	-4.1%	0.3%	-9.1%	13.8%	?
CC(C)N[C@H]1C[C@@H](Cc2cc(CN3CCOCC3)on2)C1(C)C	-1.5%[172 µM]	11.5	2.7%[138 µM]	i	i	7.0%[87.6 µM]	6.3%[87.6 µM]
COc1cccc(-c2[nH]cnc2-c2ccccc2)c1OCCCn1ccnc1	6.4%	58.3	?	0.9%	-43.8%	-12.4%	?
Cc1ccc2c(C(=O)N3CCN(c4ccccc4F)CC3)cc(NC(=O)C(C)C)cc2n1	-9.5%	6.1	-20.9%	?	-12.9%	-2.6%	-27.5%
Cc1cccc(-n2ncc3c(N4CCN(c5ccccc5)CC4)ncnc32)c1	.	4.4	.	.	.	-1.2%	7.8%
CC(C)NC(=O)N1CCC2(CC1)CC(C(=O)N1CCOCC1)N(C)C2 (centres undefined)	-3.7%	7.2	-8.3%	i	-12.7%	-2.7%	16.6%
COc1ccc(-c2noc(-c3nnn4c3COC(c3ccc(C)cc3C)C4)n2)c(OC)c1 (centres undefined)	-11.4%	-22.4	-19.8%	0.0%	-8.4%	3.2%	15.1%
CC1CCc2nc3ncn(Cc4cccc(F)c4)c(=O)c3cc2C1 (centres undefined)	.	-2.3	.	.	.	12.8%	87.5%[activator]
COc1ccccc1-c1nnc(C2CCN(C(=O)c3ccccc3C)CC2)o1	.	-13.8	.	.	.	8.8%	?
CNc1ccnc(N2CCCC(CO)(Cc3ccc(F)cc3)C2)n1 (centres undefined)	8.3%	5.3	?	?	?	?	-23.6%
O=C1NCc2ccccc2CC12CCN(Cc1cccc(F)c1F)C2 (centres undefined)	.	-3.0	2.4%	-3.8%	-25.9%	-15.4%	-12.5%
CCC(c1cccs1)N1C(=O)[C@H]2CN(S(=O)(=O)Cc3ccccc3F)C[C@H]2C1=O (some centres undefined)	-13.5%	-4.6	-25.8%	i	-2.5%	-21.2%	-11.3%
COc1ccccc1-c1nc2c(c(SCC(=O)Nc3c(C)cc(C)cc3C)n1)Cc1c(CO)cnc(C)c1O2	.	14.2	.	.	.	-18.8%	5.3%
CN(C1CCc2ccccc21)S(C)(=O)=O (centres undefined)	-12.7%[230 µM]	-7.2	-15.2%[174 µM]	3.5%[88.5 µM]	-13.1%[230 µM]	-12.7%[87.6 µM]	-4.3%[87.6 µM]
CCOc1ccc(C(=O)NCC(c2ccc(Cl)cc2)N2CCCCC2)cc1 (centres undefined)	.	-11.9	.	.	.	-23.5%	-16.9%
O=C(Nc1nnc(SCc2cc(=O)n3cc(Cl)ccc3n2)s1)c1cccc(F)c1	.	20.3	.	.	.	7.8%	?
O=C(CCc1cc(Cl)no1)N1CCCC(c2nc(C3CCOCC3)no2)C1 (centres undefined)	-4.4%	5.9	-33.0%	i	?	23.7%	40.4%[activator]
c1ccc(-c2oc3ncnc(NC[C@@H]4CCCO4)c3c2-c2ccccc2)cc1	.	15.7	.	0.0%&-3.3%	.	-10.7%&0.8%	?
COc1ccc(C(=O)N2C[C@@H](Oc3cccnc3)C[C@H]2C(N)=O)c(OC)n1	3.4%	-4.7	i	i	1.2%	-10.7%	?
COc1ccc(CNC(=O)C2CCN(S(=O)(=O)c3ccc4c(c3)CCCN4C(C)=O)CC2)cc1	.	-4.7	.	.	.	10.4%	9.2%
CCC1CN(C(=O)N2CCC(C(=O)NCc3ccccc3F)CC2)c2ccccc2O1 (centres undefined)	.	22.4	.	.	.	15.9%	9.5%
Cc1cccc2[nH]c(COCC(=O)N3CCc4c(nc[nH]c4=O)C3)nc12	-1.6%	-6.9	-19.6%	i	-11.6%	3.7%	?
O=C(NCc1ccc2c(c1)OCO2)C1COC2(CCCCC2)N1C(=O)Cc1cccs1 (centres undefined)	-10.6%	-5.5	-28.1%	-5.9%	?	-10.6%	?
CC(C)c1ccc(OCC(=O)N(Cc2ccc(N(C)C)cc2)C2CCS(=O)(=O)C2)cc1 (centres undefined)	.	0.6	.	.	.	-9.6%	?
O=C(Nc1ccncc1)C1=NO[C@@H]2CN(c3ccccc3)C[C@H]12	-19.7%[172 µM]	4.6	-25.8%[138 µM]	3.9%[88.5 µM]	?	9.8%[87.6 µM]	?
Cc1noc([C@@H]2CC(F)(F)CN2C(=O)c2ccc3c(c2)OCO3)n1	?	9.1	3.7%	3.3%	i	?	3.6%
CN1C(=O)c2ccccc2CC12CCCN(C(=O)c1ccc(Cl)cc1)C2 (centres undefined)	.	-8.0	?	i	-7.0%	-14.7%	-0.4%
CCOc1ccccc1CN1CCCCCCNC(=O)CC1	-5.1%	-1.9	-12.8%	-28.1%	?	-3.3%	-18.5%
CC(C)N(Cc1ccccc1)c1ncnc2c1nnn2C	.	6.6	.	.	.	-4.0%	38.3%[activator]
CCCC(=O)NCc1cc2c(nc1OC)CN(C1CCCC1)C2=O	5.7%	-0.5	?	-0.6%	-3.8%	1.8%	5.5%
COC[C@@]12CC[C@@H](N3CCOCC3)C[C@H]1CCN(c1nccc(N)n1)C2	-0.1%	-14.4	-1.9%	-3.9%	i	6.8%	1.6%
COc1ccc(C2Cn3nnc(-c4nc(-c5cccc(C(F)(F)F)c5)no4)c3CO2)cc1 (centres undefined)	9.1%	1.4	i	i	14.7%	6.5%	3.3%
O=C(CN1CCCc2nc(C3CC3)ncc2C1=O)NCc1cccnc1	1.1%	6.4	-4.4%	i	-6.8%	3.5%	-14.4%
Cc1ccccc1NC(=O)CCc1ccnc(N2CCCC2)c1	10.1%	8.0	-19.8%	i	-7.0%	0.2%	21.8%
COCCN1C(=O)c2cccn2CC1CNC(=O)CN1CCCCCC1 (centres undefined)	-2.2%	13.5	-20.1%	i	-10.0%	-0.4%	-9.7%
O=C1NC(=NC2CCCCC2)C2(CCN(CC3CC3)C2)N1c1cccnc1 (centres undefined)	.	-1.0	?	i	-13.9%	-7.6%	?
CN(C)C(=O)N1CCC2(CC1)CC(c1cccc(C(F)(F)F)c1)=NO2	.	21.5	?	.	44.7µM*	.	.
Cc1ccc(-c2noc([C@@H]3C[C@@H](O)CN3Cc3cccnc3)n2)cc1F	?	5.2	?	-5.9%[88.5 µM]	63.1µM*	-6.8%[87.6 µM]	104.9%[activator][87.6 µM]
CCc1ccc(N2CC(c3nnc(NC(=O)c4ccco4)s3)CC2=O)cc1 (centres undefined)	.	-1.6	.	.	.	-10.7%	-14.7%
CC(C)c1nn2c(=O)cc(COC(=O)c3ccccc3NC(=O)c3cccs3)nc2s1	.	15.4	.	.	.	0.9%	40.8%[activator]
COc1ccc(NC(=O)c2oc3ccccc3c2NC(=O)c2cc(=O)c3c(C)cc(C)cc3o2)cc1	.	4.5	.	.	.	-9.1%	34.9%[activator]
C=CCNC(=O)c1cnn2c1CN(C(C)=O)CC2	.	-11.7	i	0.3%[88.5 µM]	i	3.5%[87.6 µM]	2.7%[87.6 µM]
CCCCN(C)CC(O)Cn1cc(/C=C/C(=O)c2ccc(OCC)cc2)c2ccccc21 (centres undefined)	.	1.2	.	.	.	-11.4%	?

3 compounds drawn at random from the list so far, as already listed:
mol	FLuc inh	IP6K1 inh	NIH3T3 tox	GPT2 inhibitor	HEK293 tox	SNCA viab count	SNCA expr inhib
C=CCNC(=O)c1cnn2c1CN(C(C)=O)CC2	.	-11.7	i	0.3%[88.5 µM]	i	3.5%[87.6 µM]	2.7%[87.6 µM]
Cc1ccc(-c2noc([C@@H]3C[C@@H](O)CN3Cc3cccnc3)n2)cc1F	?	5.2	?	-5.9%[88.5 µM]	63.1µM*	-6.8%[87.6 µM]	104.9%[activator][87.6 µM]
O=C1NC(=NC2CCCCC2)C2(CCN(CC3CC3)C2)N1c1cccnc1 (centres undefined)	.	-1.0	?	i	-13.9%	-7.6%	?

(further entries)
mol	FLuc inh	IP6K1 inh	NIH3T3 tox	GPT2 inhibitor	HEK293 tox	SNCA viab count	SNCA expr inhib
CCNC(=O)N1CCc2nc(N3CCN(C)CC3)sc2C1	11.9%	5.0	3.1%	i	-10.8%	1.8%	14.0%
O=C(NCc1cccc(Cl)c1)c1ccc2nnc(C3CCCC3)n2c1	.	-8.9	39.8µM*	i	?	-15.7%	-5.5%
COc1cccc(N2CC(C(=O)NCc3cccc(Cl)c3)NC2=O)c1 (centres undefined)	-0.2%	-7.1	?	4.2%	?	-24.2%	12.6%
COCC1CN(C(C)=O)CC12CCN(C(=O)c1nn(C)c3ccccc13)CC2 (centres undefined)	1.5%	4.7	2.8%	i	i	-1.0%	0.7%
COc1ccc(-n2nc(C3CCN(Cc4cccn4C)CC3)[nH]c2=O)cc1	9.8%	18.3	?	i	39.8µM*	1.0%	-22.7%
